ADAM17 inh = inhibitors of human ADAM17; 370,000 compounds, 0.83% hits; inhibition, % at 6.95 µM; P78536; recombinant ADAM17, EDANS/DABCYL FRET peptide cleavage;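 active = inhibition above the mean of compounds lying between control limits plus 3 SD, set per campaign, cut at about 8.5% in these data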;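 also: 0% = DMSO-only wells as the low control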
hcDAF-12 act = H. contortus DAF-12 activation, primary screen. HEK293 hcDAF-12 lit1-tk-luc reporter, luminescence; 0% DMSO, 100% Δ7-dafachronic acid. activation, % at 6.8 µM. 370,000 compounds, 1.4% hits. AID 652067;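 active = activation above the mean of all tested compounds plus 3 SD, cut at about 5.5% in these data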;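 also: 100% = response to 3 µM Δ7-dafachronic acid high control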
ssDAF12 agonist = activators of S. stercoralis DAF-12 nuclear receptor. HEK293 ssDAF-12/GRIP1 lit1-tk-luc reporter, luminescence; % of 3 µM dafachronic acid response. activation, % at 6.8 µM. 370,000 compounds, 1% hits. AID 652126;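 active = activation above the mean over all tested compounds plus 3 SD, cut at about 0.9% in these data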;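 also: 0% = DMSO-only wells and 100% = 3 µM delta7-dafachronic acid wells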
hgDAF12 agonist = activates the H. glycines DAF-12 receptor ligand-binding domain. HEK293 GAL4-hgDAF12 UAS-luciferase reporter, agonist luminescence; normalized to butyrate control. activation, % at 6.8 µM. 370,000 compounds, 1.8% hits;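 active = activation above a cutoff set at the mean of all screened compounds plus 3 SD, cut at about 10% in these data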;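 also: 0% = DMSO wells and 100% = sodium butyrate wells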
GC-A act = GC-A (human) enzyme activation | P16066 | HEK293 GC-A cells, cGMP TR-FRET, EC30 ANP; 0% at EC30 ANP, 100% saturating ANP | activation, % at 10 µM | 370,000 compounds, 0.14% hits; in the data active = activation above about 40%
DAX1 inh-1 = DAX1 (NR0B1) inhibition, primary screen. 370,000 compounds, 1.1% hits. inhibition, % at 6.8 µM. HEK293T StAR-luciferase reporter, SF-1/DAX-1 repression relief. AID 652010;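 active = inhibition above the mean over all tested compounds plus 3 SD, cut at about 3.6% in these data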;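 also: 0% = DAX-1 cells with DMSO and 100% = cells lacking DAX-1 with DMSO; higher inhibition means more luminescence from relief of DAX-1 repression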
DAX1 inh-2 = inhibits human nuclear receptor DAX1; HEK293 Gal4-DAX1 luciferase reporter, luminescence; AID 504766; 340,000 compounds, 0.99% hits; inhibition, % at 6.75 µM;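 active = inhibition above the mean over all tested compounds plus 3 SD, cut at about 4.2% in these data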;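 also: 0% = DAX1-transfected cells with DMSO and 100% = empty-vector control cells with DMSO; inhibition shows as a rise in luminescence from relieved DAX1 repression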
Target sequence (P51843 207-470 limits assumed): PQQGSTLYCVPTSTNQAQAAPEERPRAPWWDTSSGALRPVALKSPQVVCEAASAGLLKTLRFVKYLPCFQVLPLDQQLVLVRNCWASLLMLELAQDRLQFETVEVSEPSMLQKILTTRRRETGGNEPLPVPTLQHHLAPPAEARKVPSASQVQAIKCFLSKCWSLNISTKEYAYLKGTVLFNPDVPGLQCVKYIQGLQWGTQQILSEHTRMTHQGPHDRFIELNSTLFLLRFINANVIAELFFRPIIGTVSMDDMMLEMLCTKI
SMARCA2 act = SMARCA2 function activation, primary screen; AID 652017; 370,000 compounds, 1% hits; activation, % at 9.1 µM; MG213 cells, MMTV-luciferase reporter, dexamethasone, overnight; in the data active = activation above about 7.8%;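 also: 0% = vehicle wells and 100% = reference activator wells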
ADAM10 inh = ADAM10 inhibition, QFRET primary screen | O14672 | recombinant ADAM10, EDANS/DABCYL FRET peptide cleavage, 3 h | inhibition, % at 7 µM | 370,000 compounds, 0.62% hits | AID 720582;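 active = inhibition above a per-campaign cutoff equal to the mean of compounds falling between control-based bounds plus 3 SD, cut at about 20% in these data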;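 also: 0% = DMSO wells while the 100% control is not disclosed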
Target sequence (O14672 214-748 limits assumed): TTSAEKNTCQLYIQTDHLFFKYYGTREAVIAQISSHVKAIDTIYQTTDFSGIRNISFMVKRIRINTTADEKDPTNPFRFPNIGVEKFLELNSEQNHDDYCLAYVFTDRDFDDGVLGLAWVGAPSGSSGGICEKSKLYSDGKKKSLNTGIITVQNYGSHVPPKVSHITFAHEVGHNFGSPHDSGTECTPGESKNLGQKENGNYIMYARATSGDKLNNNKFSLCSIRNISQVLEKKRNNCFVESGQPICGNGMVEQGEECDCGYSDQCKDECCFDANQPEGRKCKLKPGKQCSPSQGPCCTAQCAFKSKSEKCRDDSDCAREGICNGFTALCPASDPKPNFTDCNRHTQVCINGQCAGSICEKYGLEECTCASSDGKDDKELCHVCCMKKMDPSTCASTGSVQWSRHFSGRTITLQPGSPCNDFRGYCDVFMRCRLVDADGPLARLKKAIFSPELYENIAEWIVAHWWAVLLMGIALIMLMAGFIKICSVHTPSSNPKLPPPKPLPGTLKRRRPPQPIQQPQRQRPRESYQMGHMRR
PG9 Ab binder = small molecules binding HIV-1 gp120 antibody PG9 | AID 624416 | 360,000 compounds, 0.43% hits | TR-FRET gp120-PG9 antibody binding | inhibition, % at 6.7 µM; in the data active = inhibition above about 8.5%
GAA850 FXN act = activators of GAA850 frataxin (FXN) promoter. AID 540364. 360,000 compounds, 0.56% hits. HEK293 lucGAA850 FXN promoter luciferase reporter, 24 h; percent of 10 µM SAHA response. activation, % at 6 µM;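 active = activation above the average of all compounds screened plus 3 SD, cutoff fixed separately per campaign, cut at about 7.5% in these data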;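 also: 0% = DMSO wells and 100% = 10 µM SAHA wells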
Numbers without * were called inactive.

What do the screens show for `CCCCCCCC(=O)NNC(=O)CC(=O)Nc1ccccc1C(=O)O`?
ADAM17 inh: -7.8; hcDAF-12 act: 2.7; ssDAF12 agonist: -1.6; hgDAF12 agonist: 2.4; GC-A act: -0.2; DAX1 inh-1: 0.4; DAX1 inh-2: -1.6; SMARCA2 act: -2.3; ADAM10 inh: -7.1; PG9 Ab binder: 1.1; GAA850 FXN act: 0.1

How did O=C(O)c1[nH]c(-c2ccccc2)c2c1C(=O)N(C1CC1)C2=O do in these assays?
ADAM17 inh: -26.1; hcDAF-12 act: 0.5; ssDAF12 agonist: -1.3; hgDAF12 agonist: -1.2; GC-A act: 0.9; DAX1 inh-1: -0.2; SMARCA2 act: -0.1; ADAM10 inh: -105.7; PG9 Ab binder: -0.4

What do the screens show for `O=C(Nc1ccccc1)C1C(c2ccccc2)C1(Cl)Cl` (centres undefined)?
ADAM17 inh: 3.5; hcDAF-12 act: -0.7; ssDAF12 agonist: -1.3; hgDAF12 agonist: 1.6; GC-A act: 0.1; DAX1 inh-1: -0.6; DAX1 inh-2: -0.9; SMARCA2 act: -2.5; ADAM10 inh: 18.6; PG9 Ab binder: -1.4; GAA850 FXN act: 0.3

What do the screens show for `CC(Sc1nncs1)C(=O)Nc1ccc(S(=O)(=O)Nc2ncccn2)cc1` (centres undefined)?
ADAM17 inh: -6.2; hcDAF-12 act: -0.7; ssDAF12 agonist: -0.7; hgDAF12 agonist: -0.3; GC-A act: 2.1; DAX1 inh-1: -0.5; DAX1 inh-2: 1.1; SMARCA2 act: 1.4; ADAM10 inh: -12.1; PG9 Ab binder: -0.6; GAA850 FXN act: -1.9

How did CC(C)(Oc1ccc(Cl)cc1)C(=O)NNC(=O)c1ccc(Br)o1 do in these assays?
ADAM17 inh: -5.4; hcDAF-12 act: -0.9; ssDAF12 agonist: -1.1; hgDAF12 agonist: 1.7; GC-A act: 3.6; DAX1 inh-1: -0.5; DAX1 inh-2: 0.8; SMARCA2 act: 2.8; ADAM10 inh: -11.9; PG9 Ab binder: -0.8; GAA850 FXN act: 0.8

What do the screens show for `O=C(Nc1ccc2ccccc2n1)c1ccccc1Br`?
ADAM17 inh: 5.6; hcDAF-12 act: 16.3*; ssDAF12 agonist: 3.8*; hgDAF12 agonist: 18.8*; GC-A act: 0.0; DAX1 inh-1: 2.1; DAX1 inh-2: 1.0; SMARCA2 act: 1.0; ADAM10 inh: 17.1; PG9 Ab binder: 1.4; GAA850 FXN act: 2.0

How did O=c1oc2ccc(C#CC3(O)CCCCC3)cc2cc1-n1cc(-c2ccsc2)nn1 do in these assays?
ADAM17 inh: -2.5; hcDAF-12 act: -0.4; ssDAF12 agonist: -1.5; hgDAF12 agonist: -1.8; GC-A act: 0.9; DAX1 inh-1: -0.2; DAX1 inh-2: 1.0; SMARCA2 act: -0.5; ADAM10 inh: -18.1; PG9 Ab binder: 1.0; GAA850 FXN act: -1.2

What do the screens show for `COc1ccc2nc(N3CCC(C)CC3)c(C#N)cc2c1`?
ADAM17 inh: -35.5; hcDAF-12 act: -1.1; ssDAF12 agonist: -0.2; hgDAF12 agonist: 5.0; GC-A act: 6.7; DAX1 inh-1: -0.3; DAX1 inh-2: -0.9; SMARCA2 act: 3.5; ADAM10 inh: -129.7; PG9 Ab binder: -1.4; GAA850 FXN act: 6.8

How did CCOc1ccc(N(CC(=O)NCCOc2ccccc2OC)S(=O)(=O)c2ccccc2)cc1 do in these assays?
ADAM17 inh: 2.9; hcDAF-12 act: -0.9; ssDAF12 agonist: -1.6; hgDAF12 agonist: -1.6; GC-A act: -1.1; DAX1 inh-1: -1.8; DAX1 inh-2: -0.4; SMARCA2 act: -1.4; ADAM10 inh: 14.6; PG9 Ab binder: -0.9; GAA850 FXN act: 0.0

How did C=CCNC(=S)NNC(=O)c1ccc(=O)n(Cc2ccccc2)c1 do in these assays?
ADAM17 inh: -1.6; hcDAF-12 act: 0.7; ssDAF12 agonist: -0.8; hgDAF12 agonist: -2.8; GC-A act: -3.7; DAX1 inh-1: -0.1; SMARCA2 act: 2.3; ADAM10 inh: 5.5; PG9 Ab binder: 0.1; GAA850 FXN act: 0.4

How did Cc1ccc(NC(=O)Nc2ccccc2C#N)c(Cl)c1 do in these assays?
ADAM17 inh: -26.4; hcDAF-12 act: 1.0; ssDAF12 agonist: -1.1; hgDAF12 agonist: 0.0; GC-A act: 5.0; DAX1 inh-1: -0.9; DAX1 inh-2: 3.3; SMARCA2 act: 0.5; ADAM10 inh: -94.2; PG9 Ab binder: 1.6; GAA850 FXN act: -1.9

What do the screens show for `N#Cc1ccc(OCc2nnc(SCC(=O)c3ccccc3)n2-c2ccccc2)cc1`?
ADAM17 inh: -2.6; hcDAF-12 act: -1.0; ssDAF12 agonist: -1.2; hgDAF12 agonist: 0.7; GC-A act: 0.9; DAX1 inh-1: -0.2; DAX1 inh-2: -1.0; SMARCA2 act: 0.8; ADAM10 inh: -4.3; PG9 Ab binder: -0.7; GAA850 FXN act: 0.8

What do the screens show for `O=C(NCc1ccccc1)C1=C[C@@H](c2ccccc2)C[C@@H](OCc2ccc(CO)cc2)O1`?
ADAM17 inh: -4.1; hcDAF-12 act: -1.8; ssDAF12 agonist: -1.0; hgDAF12 agonist: -0.5; GC-A act: -2.9; DAX1 inh-1: 0.5; DAX1 inh-2: -0.6; SMARCA2 act: 1.8; ADAM10 inh: -3.3; PG9 Ab binder: 1.2; GAA850 FXN act: -0.5

How did C=CCSc1ncnc2c1oc1nc3c(cc12)COC(C)(C)C3 do in these assays?
ADAM17 inh: 4.5; hcDAF-12 act: -1.8; ssDAF12 agonist: -1.1; hgDAF12 agonist: 2.9; GC-A act: 3.3; DAX1 inh-1: 0.5; DAX1 inh-2: 2.2; SMARCA2 act: -0.5; ADAM10 inh: 3.1; PG9 Ab binder: 0.9; GAA850 FXN act: 1.6

How did COc1ccc(-c2cn[nH]c2N)cc1 do in these assays?
ADAM17 inh: 8.8*; hcDAF-12 act: -0.1; ssDAF12 agonist: -0.5; hgDAF12 agonist: 4.0; GC-A act: -1.3; DAX1 inh-1: -0.1; DAX1 inh-2: -0.1; SMARCA2 act: 0.0; ADAM10 inh: 4.3; PG9 Ab binder: -2.4; GAA850 FXN act: -0.3

How did O=C(c1cc(-c2ccco2)on1)N1CCOCC1 do in these assays?
ADAM17 inh: -2.0; hcDAF-12 act: -0.9; ssDAF12 agonist: -0.8; hgDAF12 agonist: 2.1; GC-A act: 2.7; DAX1 inh-1: 1.0; DAX1 inh-2: 0.2; SMARCA2 act: 3.0; ADAM10 inh: -3.8; PG9 Ab binder: -2.4; GAA850 FXN act: 4.4

How did CCCCNC(=O)NC(C(=O)OC)C12CC3CC(CC(C3)C1)C2 (centres undefined) do in these assays?
ADAM17 inh: 4.3; hcDAF-12 act: 0.7; ssDAF12 agonist: -1.6; hgDAF12 agonist: -2.8; GC-A act: -6.2; DAX1 inh-1: 0.0; DAX1 inh-2: -1.3; SMARCA2 act: -1.4; ADAM10 inh: 12.7; PG9 Ab binder: 1.3; GAA850 FXN act: 3.4

What do the screens show for `COc1cccc(CSc2nnc(-c3ccncc3)n2N)c1`?
ADAM17 inh: -2.5; hcDAF-12 act: -1.2; ssDAF12 agonist: -1.3; hgDAF12 agonist: 0.7; GC-A act: -2.3; DAX1 inh-1: -0.5; DAX1 inh-2: 1.0; SMARCA2 act: -1.3; ADAM10 inh: 0.9; PG9 Ab binder: 1.2; GAA850 FXN act: 3.9

How did COc1cc(/C=C2\SC(=S)N(NC(C)=O)C2=O)ccc1OC(=O)c1ccco1 do in these assays?
ADAM17 inh: 0.9; hcDAF-12 act: 2.9; ssDAF12 agonist: -1.3; hgDAF12 agonist: 3.2; GC-A act: -0.3; DAX1 inh-1: -0.2; DAX1 inh-2: 1.9; SMARCA2 act: 0.2; ADAM10 inh: -4.3; PG9 Ab binder: -1.6; GAA850 FXN act: 3.7

How did C=CCNc1nc(-c2ccc([N+](=O)[O-])cc2)cs1 do in these assays?
ADAM17 inh: 4.1; hcDAF-12 act: 1.0; ssDAF12 agonist: -0.7; hgDAF12 agonist: 11.6*; GC-A act: 1.1; DAX1 inh-1: 0.3; DAX1 inh-2: -0.6; SMARCA2 act: 3.3; ADAM10 inh: 16.1; PG9 Ab binder: -2.1; GAA850 FXN act: 2.7

How did O=C(OCc1cccc(C(F)(F)F)c1)c1cc([N+](=O)[O-])ccc1N1CCOCC1 do in these assays?
ADAM17 inh: 5.2; hcDAF-12 act: -2.5; ssDAF12 agonist: -1.3; hgDAF12 agonist: -1.9; GC-A act: 1.5; DAX1 inh-1: -3.0; DAX1 inh-2: -1.5; SMARCA2 act: -0.8; ADAM10 inh: 7.8; PG9 Ab binder: 1.9; GAA850 FXN act: -0.3

How did Cc1[nH]c(C)c(S(=O)(=O)N2CCN(c3ccc(Cl)cc3)CC2)c1C(=O)N1CCCC1 do in these assays?
ADAM17 inh: -2.6; hcDAF-12 act: -0.1; ssDAF12 agonist: -1.1; hgDAF12 agonist: 1.1; GC-A act: -1.2; DAX1 inh-1: -0.6; DAX1 inh-2: -0.1; SMARCA2 act: -3.4; ADAM10 inh: -5.3; PG9 Ab binder: 0.3; GAA850 FXN act: 1.0

What do the screens show for `O=S(=O)(O)c1cc2onnc2c2ccccc12`?
ADAM17 inh: -21.7; hcDAF-12 act: 3.3; ssDAF12 agonist: 0.8; hgDAF12 agonist: -0.6; GC-A act: 0.9; DAX1 inh-1: 0.3; DAX1 inh-2: -1.4; SMARCA2 act: -2.2; ADAM10 inh: -87.8; PG9 Ab binder: -0.4; GAA850 FXN act: 1.1

What do the screens show for `C[C@@H]1CN([C@H](C)CO)C(=O)c2cc(Br)cnc2O[C@H]1CN(C)Cc1cccnc1`?
ADAM17 inh: -3.7; hcDAF-12 act: -0.5; ssDAF12 agonist: -0.9; hgDAF12 agonist: -0.1; GC-A act: -4.6; DAX1 inh-1: -0.6; DAX1 inh-2: 0.9; SMARCA2 act: -0.2; ADAM10 inh: -15.6; PG9 Ab binder: -1.1; GAA850 FXN act: 1.1

What do the screens show for `COc1ccc(-c2csc(NC(=O)c3cccc(S(=O)(=O)N4CCN(C)CC4)c3)n2)cc1`?
ADAM17 inh: 1.4; hcDAF-12 act: -3.3; ssDAF12 agonist: -1.9; hgDAF12 agonist: -4.1; GC-A act: 1.1; DAX1 inh-1: -1.9; DAX1 inh-2: -1.6; SMARCA2 act: 0.5; ADAM10 inh: 8.2; PG9 Ab binder: 0.8; GAA850 FXN act: -2.1

What do the screens show for `O=C(Nc1ccc2c(c1)OCO2)c1ccc(COc2ccc3c(c2)CCC3)o1`?
ADAM17 inh: 0.6; hcDAF-12 act: -0.2; ssDAF12 agonist: -0.2; hgDAF12 agonist: 5.0; GC-A act: 1.7; DAX1 inh-1: 1.7; DAX1 inh-2: 2.3; SMARCA2 act: 0.3; ADAM10 inh: 16.2; PG9 Ab binder: -1.0; GAA850 FXN act: 4.7
